# Assay outcomes: PubChem, National Center for Advancing Translational Sciences (NCATS)
# MCF10A rerep: DNA re-replication induction in MCF 10a cells; MCF 10A DNA re-replication, Hoechst nuclear intensity, 48 h; Potency, µM (titrated, usually from 46.1 µM), for the others: at the top dose activity, positive = re-replication, hits mostly activators; 350,000 compounds, 2.9% hits; further: potency means the concentration at half of the fitted maximal effect; % of control where 0% means no effect; nearly all actives have a fitted effect of over 50% in size
# HT1080NT lethal: kills 2HG-producing HT-1080-NT fibrosarcoma cells. 360,000 compounds, 1.6% hits. AID 686970. HT-1080-NT fibrosarcoma viability, CellTiter-Glo ATP luminescence, 48 h. Potency, µM (top dose mostly 46.1 µM), inactives show at the top dose activity, negative = less viability, most hits filed as cytotoxic;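 further: NT is the 2HG producing partner of a matched IDH1 knockdown line; potency means the concentration at half of the fitted maximal effect; 0% = DMSO-treated cells and -100% = media-only wells without cells; nearly all actives have a fitted effect of over 55% in size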
#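 Viability by CellTiter-Glo luminescence after 48 h compound exposure at 37C of HT-1080-NT cells (750/well, RPMI, 5% FBS). % activity scaled between DMSO wells and medium-only wells, then curve-fitted and categorized by curve class.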
# KB-3-1 tox: kills parental KB-3-1 adenocarcinoma cells | KB-3-1 viability, CellTiter-Glo ATP luminescence, 72 h | Potency, µM (doses to about 46.1 µM), without a hit: at the top dose activity change, negative = cytotoxic, hits mostly cytotoxic | 400,000 compounds, 1.4% hits; further: potency means the concentration at half of the fitted maximal effect; on the % scale 0 is the no-effect control and ±100 the full control effect; nearly all actives have a fitted effect of over 60% in size
#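 Multi-concentration cytotoxicity screen in KB-3-1 cells grown in DMEM lacking phenol red with 10% FBS. After 72 h at 37 °C with compound, ATP-dependent luminescence was recorded.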
# KB-V1 cytotox: KB-V1 MDR subline cytotoxicity; KB-V1 MDR cells viability, CellTiter-Glo, 72 h; Potency, µM (highest dose often 46.1 µM), inactives show at the highest dose activity change, negative = cytotoxicity, most hits filed as cytotoxic; 400,000 compounds, 3.4% hits; AID 1347076; further: potency means the concentration at half of the fitted maximal effect; on the % scale 0 is the no-effect control and ±100 the full control effect; nearly all actives have a fitted effect of over 60% in size
#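 Following 72 h at 37 degrees C with compound, KB-V1 cell viability was read by CellTiter-Glo luminescence, medium being phenol-red-free DMEM plus 10% FBS; concentration-response parameters came from normalized, curve-fitted qHTS data.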
# SW480 rereplic: induces DNA re-replication in SW480 colon adenocarcinoma cells; SW480 DNA re-replication, Hoechst DNA content imaging, 48 h; Potency, µM (top dose mostly 46.1 µM), for the others: at the highest dose re-replication activation, usual class: activators; 340,000 compounds, 1.8% hits; further: potency means the concentration at half of the fitted maximal effect; % of control where 0% means no effect; nearly all actives have a fitted effect of over 55% in size
#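 DNA re-replication was detected as more nuclei of elevated Hoechst intensity after 48 hr exposure to compound (23 nL pinned per well of 250 cells).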
# ATXN2 expr inh: ATXN2 expression inhibition. HEK-293 ATXN2-luciferase reporter, luminescence, 24 h. Potency, µM (top dose mostly 57 µM), without a hit: top-dose activity change, negative = inhibition, hits mostly inhibitors. 360,000 compounds, 0.72% hits; further: potency means the concentration at half of the fitted maximal effect; on the % scale 0 is the no-effect control and ±100 the full control effect; nearly all actives have a fitted effect of over 55% in size
#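 ATXN2-luciferase reporter cells (luciferase flanked by upstream and downstream ATXN2 gene portions) were treated 24 h at 37 °C with compounds at up to 57 uM. SteadyGlo luminescence gave expression; GF-AFC fluorescence gave viability.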
# IL-1B inflam inh: inhibitors of inflammasome signaling (IL-1 beta secretion); THP-1 LPS/ATP IL-1B secretion, AlphaLISA, 16 h; stronger effect = lower value; activity change, % at 57.5 µM; 360,000 compounds, 4.7% hits; AID 743279; in the data active means activity change below about -50%; inconclusive means mostly about -30% to -49%; further: on the % scale 0 is the no-effect control and ±100 the full control effect
#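 Secreted IL-1B measured by AlphaLISA bead assay after 16 h compound exposure of THP-1 cells; compounds (final up to 57.5 uM) added 1 h before LPS (250 ng/mL) and ATP (1.25 mM) stimulation; lower signal means less secretion.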
# HT1080 IDH1KD tx: toxicity to HT-1080 IDH1 knockdown cells (counter line); HT-1080 IDH1 knockdown viability, ATP luminescence, 48 h; Potency, µM (titrated, usually from 46.1 µM), for the others: at the top dose activity, negative = toxicity, most hits filed as cytotoxic; 360,000 compounds, 2% hits; AID 686971;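 further: potency means the concentration at half of the fitted maximal effect; 0% = DMSO wells and -100% = cell-free medium wells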
#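 Knockdown cells (IDH1KD HT-1080) received compounds 2 h after plating at 750 cells/well and were kept 48 h at 37 °C in 5% FBS RPMI. A CellTiter-Glo luminescence read gave % activity for curve fitting.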
# WRN helicase inh: blocks human WRN helicase | Q14191 | WRN helicase unwinding, fluorescent forked duplex, kinetic | Potency, µM (series often up to 114 µM), inactives show at the highest dose activity change, negative = inhibition, actives largely listed as inhibitors | 360,000 compounds, 0.46% hits | AID 651768; further: potency means the concentration at half of the fitted maximal effect; on the % scale 0 is the no-effect control and ±100 the full control effect; nearly all actives have a fitted effect of over 55% in size
# Target sequence (Q14191 whole entry, looked up): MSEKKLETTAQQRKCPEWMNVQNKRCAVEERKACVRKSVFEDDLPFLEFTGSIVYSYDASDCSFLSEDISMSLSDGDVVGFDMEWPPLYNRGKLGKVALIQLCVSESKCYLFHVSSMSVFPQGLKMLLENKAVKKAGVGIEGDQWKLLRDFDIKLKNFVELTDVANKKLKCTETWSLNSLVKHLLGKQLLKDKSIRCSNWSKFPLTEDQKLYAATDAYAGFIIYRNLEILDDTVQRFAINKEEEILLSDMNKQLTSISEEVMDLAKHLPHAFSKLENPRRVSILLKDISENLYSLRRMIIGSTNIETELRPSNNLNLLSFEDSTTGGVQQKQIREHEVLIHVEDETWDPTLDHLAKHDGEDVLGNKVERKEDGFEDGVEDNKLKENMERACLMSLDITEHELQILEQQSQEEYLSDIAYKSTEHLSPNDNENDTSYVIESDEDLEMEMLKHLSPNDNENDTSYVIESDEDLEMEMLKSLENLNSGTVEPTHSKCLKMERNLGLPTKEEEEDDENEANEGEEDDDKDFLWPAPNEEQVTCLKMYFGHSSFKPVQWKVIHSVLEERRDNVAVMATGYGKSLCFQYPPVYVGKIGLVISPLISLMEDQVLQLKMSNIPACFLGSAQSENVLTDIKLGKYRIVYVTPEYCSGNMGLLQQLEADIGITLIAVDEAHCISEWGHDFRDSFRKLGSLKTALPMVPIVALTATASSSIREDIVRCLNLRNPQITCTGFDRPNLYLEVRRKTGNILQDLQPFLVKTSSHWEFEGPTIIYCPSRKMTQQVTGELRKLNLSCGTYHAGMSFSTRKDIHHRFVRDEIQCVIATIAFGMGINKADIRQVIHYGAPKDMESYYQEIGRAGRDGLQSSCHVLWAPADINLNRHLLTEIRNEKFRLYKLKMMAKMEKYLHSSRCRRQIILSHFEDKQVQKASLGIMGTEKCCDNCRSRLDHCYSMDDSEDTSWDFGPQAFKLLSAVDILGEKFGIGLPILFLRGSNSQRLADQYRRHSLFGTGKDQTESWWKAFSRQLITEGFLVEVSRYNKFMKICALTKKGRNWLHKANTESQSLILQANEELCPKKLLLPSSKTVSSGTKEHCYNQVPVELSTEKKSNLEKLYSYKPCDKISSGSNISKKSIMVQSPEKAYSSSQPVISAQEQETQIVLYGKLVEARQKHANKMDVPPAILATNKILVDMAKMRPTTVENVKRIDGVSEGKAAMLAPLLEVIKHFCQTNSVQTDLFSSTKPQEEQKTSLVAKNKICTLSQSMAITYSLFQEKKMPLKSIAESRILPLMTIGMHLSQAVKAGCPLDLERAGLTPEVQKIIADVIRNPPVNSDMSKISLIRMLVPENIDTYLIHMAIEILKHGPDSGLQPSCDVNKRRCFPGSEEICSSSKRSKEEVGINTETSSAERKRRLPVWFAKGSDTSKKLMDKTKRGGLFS
#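 WRN at 20 nM final preincubated with compound 15 min at room temperature; reaction started with 100 nM fluorophore/quencher forked duplex oligonucleotide and 2 mM ATP final. Unwinding followed kinetically by red fluorescence (ex 525, em 598 nm).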
# The depositor's hits bear a star; ? = inconclusive; · = no result given; & = joins results of further samples; [ ] = dose if it differs, or a comment. Unless noted, the call rests on the fitted dose curve; in most records, active means well fitted curve in the direction sought with a large enough effect; inconclusive means small, poorly fitted or top-dose-only effect, or another doubt; inactive means no such curve, though single readings can be large; an effect the other way counts as inactive or inconclusive.
SMILES,MCF10A rerep,HT1080NT lethal,KB-3-1 tox,KB-V1 cytotox,SW480 rereplic,ATXN2 expr inh,IL-1B inflam inh,HT1080 IDH1KD tx,WRN helicase inh
COc1ccc(NC(=O)CCNC(C)=O)cc1NS(=O)(=O)c1ccc(F)cc1,7%,6%,9%,2%,-4%,3%,18,2%,0%
Cn1cc(C(=O)N2CCN(C(=O)c3ccco3)CC2)c2c3ccccc3n(C)c2c1=O,-6%,-7%,10%,10%,3%,-2%,22,-2%,-5%
COc1ccc(C2CC(c3ccccc3)=NN2C(=O)CCC(=O)O)cc1 (stereo unspecified),5%,18%,0%,-2%,-2%,-10%,-4,10%,1%
CCOc1ccc(C(=O)NCC(=O)N2CCC(C)CC2)cc1OCC,0%,11%,12%,-27%,-7%,-19%,-5,23%,-1%
Cc1ccc(S(=O)(=O)N(CC(=O)N/N=C/c2cccc(Cl)c2)c2cccc3cccnc23)cc1,?,17%,?,?,16µM*,-32%,45,16%,-16%
Cc1ccccc1Cn1ccc(NC(=O)c2nn3cccnc3c2Cl)n1,0%,5%,24%,1%,-9%,21%,-11,11%,-4%
O=C(Nc1ccc2c(c1)OCO2)c1c(F)c(F)c(F)c(F)c1F,?,5%,0%,-13%,?,10%,-9,-1%,-6%
CCN1CCN(S(=O)(=O)c2ccc(Cl)c(C(=O)NCCOc3ccc(C)cc3)c2)CC1,2%,-3%,5%,?,16%,-5%,?,-7%,-3%
COCCn1c(SCC(=O)c2ccc(Cl)cc2)nnc1C(C)C,?,?,4%,4%,?,1%,13,?,-11%
CC(C)Oc1ccc(N2CC(C(=O)NC3=NCCS3)CC2=O)cc1 (stereo unspecified),?,-1%,1%,-3%,-7%,-27%,2,0%,13%
C1=CC2CC1CC2CN1CCN(c2ccccc2)CC1 (stereo unspecified),?,17%,-8%,5%,-1%,-6%,3,19%,10%
Cc1cc(C(=O)CSc2nncn2C)c(C)n1-c1ccccc1,-5%,0%,-2%,-15%,-4%,0%,0,18%,10%

# Whole records, quoted from the list.
# Entry for COc1ccc(C2CC(c3ccccc3)=NN2C(=O)CCC(=O)O)cc1 (stereo unspecified) = MCF10A rerep: 5%; HT1080NT lethal: 18%; KB-3-1 tox: 0%; KB-V1 cytotox: -2%; SW480 rereplic: -2%; ATXN2 expr inh: -10%; IL-1B inflam inh: -4; HT1080 IDH1KD tx: 10%; WRN helicase inh: 1%
# Entry for Cc1ccc(S(=O)(=O)N(CC(=O)N/N=C/c2cccc(Cl)c2)c2cccc3cccnc23)cc1 = MCF10A rerep: ?; HT1080NT lethal: 17%; KB-3-1 tox: ?; KB-V1 cytotox: ?; SW480 rereplic: 16µM*; ATXN2 expr inh: -32%; IL-1B inflam inh: 45; HT1080 IDH1KD tx: 16%; WRN helicase inh: -16%

# Results in IL-1B inflam inh, for some of the entries so far:
mol	IL-1B inflam inh
Cc1ccccc1Cn1ccc(NC(=O)c2nn3cccnc3c2Cl)n1	-11
O=C(Nc1ccc2c(c1)OCO2)c1c(F)c(F)c(F)c(F)c1F	-9
CCN1CCN(S(=O)(=O)c2ccc(Cl)c(C(=O)NCCOc3ccc(C)cc3)c2)CC1	?
COCCn1c(SCC(=O)c2ccc(Cl)cc2)nnc1C(C)C	13
CC(C)Oc1ccc(N2CC(C(=O)NC3=NCCS3)CC2=O)cc1 (stereo unspecified)	2
C1=CC2CC1CC2CN1CCN(c2ccccc2)CC1 (stereo unspecified)	3

# Remaining list, next part.
SMILES,MCF10A rerep,HT1080NT lethal,KB-3-1 tox,KB-V1 cytotox,SW480 rereplic,ATXN2 expr inh,IL-1B inflam inh,HT1080 IDH1KD tx,WRN helicase inh
O=S(=O)(NCc1ccccc1)c1ccc(Cl)cc1,5%,-9%,-8%,11%,-1%,-8%,-3,-1%,-2%
Fc1ccc(Oc2ccc3nnc(C(F)(F)F)n3n2)cc1,-2%,-1%,-6%,-1%,-13%,4%,26,-4%,-1%
Cc1c(C(=O)NCc2ccc3c(c2)OCO3)oc2ccc(S(=O)(=O)N3CCCCC3)cc12,-10%,-22%,-15%,0%,-4%,-23%,-24,-26%,-2%
Cc1ccnc(NC(=O)c2ccc(S(=O)(=O)N3CCC(C)CC3)cc2)c1,7%,-2%,3%,2%,-94%[inhibitor],-20%,?,-1%,-3%
CCCN(C(=O)CSCc1c(C)noc1C)c1c(N)n(Cc2ccccc2)c(=O)[nH]c1=O,0%,6%,1%,7%,-36%[inhibitor],-13%,3,8%,3%
Cc1ccccc1N1CCN(S(=O)(=O)N(C)C)CC1,10%,?,26%,-2%,-8%,2%,-4,14%,4%
COc1ccc(OCC#CCN2CC(C)OC(C)C2)cc1 (stereo unspecified),-2%,7%,-1%,2%,-14%,-7%,9,-2%,4%
Cc1ccc(CCNC(=O)C2CCCN(S(=O)(=O)c3cccc4nsnc34)C2)cc1 (stereo unspecified),20%,-1%,0%,-1%,2%[9.22 µM],-8%,29,-2%,8%
O=C(COc1ccccc1)NCc1ccco1,-51%[inhibitor],?,3%,?,-15%,2%,-5,5%,-14%
CCOC(=O)Cn1nc(NC(=O)c2ccc3c(c2)OCO3)cc1C,-6%,-13%,-5%,-2%,-4%,9%,0,-18%,?
COc1cc(C2NC(=O)NC(C)=C2C(=O)OC2CCCC(C)C2)ccc1O (stereo unspecified),2%,1%,-14%,?,-4%,-4%,-25,-7%,-7%
S=C(c1ccc(N2CCCC2)c(Br)c1)N1CCCCC1,?,-9%,-1%,?,2%,-17%,-14,2%,-2%
CC(=O)Nc1ccc(NC(=O)C2CC(=O)N(c3cccc(C)c3C)C2)cc1 (stereo unspecified),1%,3%,-1%,16%,-24%,3%,10,5%,1%
COCCCNC(=O)c1ccc(Cn2c(=O)c3ccccc3n(Cc3cc(C)ccc3C)c2=O)cc1,12%,-2%,?,?,1%,-12%,-18,-5%,7%
CCOC(=O)c1c(C)[nH]c(C)c1C(=O)CSc1nnc(-c2ccc(OC(F)F)cc2)o1,?,?,-3%,?,?,?,18,?,-19%
Cc1nnc(N/N=C/c2ccccc2O)n1N,17%,-2%,-2%,12%,?,-18%[11.3 µM],0,?,-6%
O=c1c(/C=N/N2CCOCC2)c(C(F)(F)F)[nH]n1-c1ccccc1,16%,1%,0%,24%,-5%,·,-2,-2%,-8%
C/C(CC(=O)c1ccccc1)=N\NC(=O)CC#N,-3%,-2%,4%,4%,-2%,3%[11.3 µM],-13,0%,-2%
COc1ccccc1NC(=O)Cn1cnc2sc(C(=O)Nc3ccc(OC)c(OC)c3)c(C)c2c1=O,11%,8%,13%,?,?,-5%,78,-8%,-8%
CCOc1ccccc1-c1nc(-c2ccncc2)no1,0%,-13%,-9%,-1%,0%,5%,-14,-16%,2%
O=C(NCc1ccc(Cl)cc1)C1CCN(S(=O)(=O)c2ccc(F)cc2)CC1,11%,-11%,-5%&-5%,?,?,-19%&-1%,-64*,-8%,-3%
CCN1CCN(c2nc3ccccc3n3cnnc23)CC1,-2%,-1%,-48%,0%,-48%,·,-20,-3%,4%
COC(=O)/C=C/C(=O)N1CCN(c2ccccc2C)CC1,?,11%,0%,-20%,?,4%,-108*,9%,6%
CCc1nc2ccc(C(=O)NCCc3c[nH]c4ccccc34)cn2c1N(C)CCCc1ccccc1,·,?,?,?,·,?,?,?,-2%
COc1c(S(=O)(=O)NCCCN2CCOCC2)ccc(Cl)c1Cl,0%,10%,-2%,3%,-2%,10%,-7,8%,5%
OCC1(CC2CCCCO2)CCN(Cc2nc3ccccc3[nH]2)CC1 (stereo unspecified),2%,1%,-2%,-26%,-4%,·,-8,-4%,-10%
Cc1ccc(S(=O)(=O)CCC(=O)Nc2ccc(F)cc2)cc1,3%,-9%,-7%,-21%,14%,-3%,-16,1%,-11%
O=C(/C=C/c1ccc(Cl)cc1Cl)NCCN1CCOCC1,-10%,-9%,-19%,1%,?,1%,-10,-11%,-5%
COC(=O)C(Cc1ccccc1)NCC(=O)Nc1cccc(Cl)c1C (stereo unspecified),0%,2%,14%,3%,-25%,8%,19,-2%,-3%[57.1 µM]
CC(=O)c1ccc2c3c(cccc13)C(=O)N(CCc1ccccc1)C2=O,-3%,0%,-7%,-18%,?,·,62,1%,-5%[11.6 µM]
C=CCSc1nc2sc3c(c2c(=O)n1-c1ccc(C)cc1)CCN(C)C3,19%,0%,-12%,?,-7%,-5%,0,0%,1%
O=C(O)CSCC(=O)Nc1ccccc1,-1%,-3%,-8%,0%,17%,6%,6,3%,-14%
O=C(O)c1cccc(NC(=O)c2cccc(S(=O)(=O)Nc3cccc([N+](=O)[O-])c3)c2)c1,-2%,9%,8%,-3%,-9%,-12%,11,15%,-22%
Cc1cc2c(=O)oc(-c3ccccc3Br)nc2s1,?,-20%,-1%,12%,-17%,4%,65,6%,1%
O=C(Nc1ccc(NC(=O)c2cccs2)cn1)c1ccccc1,2%,-2%,0%,-2%,-26%,·,-28,3%,-5%
